CRFR2-BP antag = blocks CRF-induced signaling of the CRF-BP/CRF-R2 complex; AID 588475; 350,000 compounds, 0.59% hits; inhibition, % at 11.8 µM; HEK293 CRF-R2/CRF-BP, CRF-induced calcium fluorescence;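 active = inhibition of the ligand-induced calcium signal above about 50% at the single tested concentration, limit read from the data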
MEKK2wt PB1 HTS = raises or lowers MEK5 binding to wildtype human MEKK2 PB1 domain. Q9Y2U5. 290,000 compounds, 1.1% hits. binding response (% of control), % at 10 µM. bead flow cytometry, Alexa488-MEK5 binding to MEKK2 WT; actives lie on both sides; in the data active = binding response below about 67% or above about 130%
FID counter = fluorescent intercalator displacement, NS3 helicase counter-screen; DNA fluorescent intercalator displacement, fluorescence; inhibition, % at 7.9 µM; 290,000 compounds, 0.17% hits; AID 1845; in the data active = inhibition above about 37%;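 note: 0% = vehicle and 100% = reference compound; higher means more ethidium bromide displaced from hairpin DNA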
SUMO HTRF inh = inhibitors of human SUMOylation (UBC9). inhibition, % at 35 µM. HTRF SUMOylation assay, SAE1/SAE2 + UBC9, in vitro. P63279. 290,000 compounds, 0.36% hits; in the data active = inhibition above about 50%, passing the limit was not always enough; note: strong numbers were not always called active
Target sequence (P63279 whole entry, looked up): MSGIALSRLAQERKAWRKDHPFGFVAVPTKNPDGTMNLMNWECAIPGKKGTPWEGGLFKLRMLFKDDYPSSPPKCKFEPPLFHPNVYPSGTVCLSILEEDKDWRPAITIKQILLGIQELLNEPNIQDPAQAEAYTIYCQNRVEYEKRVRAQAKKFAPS
HCV NS3 hel inh = blocks Hepatitis C virus NS3 helicase unwinding | NS3 helicase DNA unwinding, Cy5 molecular beacon fluorescence | inhibition, % at 10.9 µM | 290,000 compounds, 0.56% hits | AID 1800;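 active = inhibition above the mean of all tested compounds plus 3 SD, set per campaign, cut at about 35% in these data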;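 note: 0% = DMSO wells and 100% = thioflavine S control wells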
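Assay system: hepatitis C virus NS3 helicase domain fragment enzyme. Also added: annealed dual-labelled DNA beacon duplex, ATP-started. Timing: 1 h reaction at 25 °C, ATP-initiated. Technique: Cy5 fluorescence at 0 and 60 min, beacon hairpin quenching. Evaluation: % inhibition of unwinding. Replication: one well per compound.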
MEKK2mut PB1 HTS = signal of MEK5 binding to mutant human MEKK2 PB1 domain; bead flow cytometry, Alexa488-MEK5 binding to MEKK2 mutant; percent response, % at 10 µM; 290,000 compounds, 0.35% hits; in the data active = percent response above about 24%, passing the limit was not always enough; note: inactives centre near 1; some results filed as inactive read as strong as hits; reference of the scale not given here
MEKK3 PB1 HTS = MEKK3-MEK5 PB1 interaction, increase or decrease; Q99759; bead-based flow cytometry, Alexa488-MEK5 binding to MEKK3; actives lie on both sides; 0 = blocked by unlabeled MEK5, 100 = vehicle; binding response (% of control), % at 10 µM; 290,000 compounds, 1.4% hits; AID 1529;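 active = binding response more than 3 SD above or below the average of its plate-row segment, actives on both sides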;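 note: Alexa488 bead fluorescence after subtracting the streptavidin-only scavenger bead signal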
GalR3 antag = antagonists of human GalR3 | AID 651719 | O60755 | 360,000 compounds, 0.44% hits | inhibition, % at 3 µM | HEK293 GalR3-CNG cAMP membrane potential fluorescence; galR3 body fused to GalR1 C-terminus;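 active = inhibition above the screen-wide average plus 3 SD, cut at about 13% in these data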;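 note: forskolin and galanin both at EC90 stimulate the cells; cAMP rise reported by CNG channel membrane potential dye signal; 0% = forskolin plus galanin with DMSO and 100% = forskolin alone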
Target sequence (O60755 1-299 limits assumed): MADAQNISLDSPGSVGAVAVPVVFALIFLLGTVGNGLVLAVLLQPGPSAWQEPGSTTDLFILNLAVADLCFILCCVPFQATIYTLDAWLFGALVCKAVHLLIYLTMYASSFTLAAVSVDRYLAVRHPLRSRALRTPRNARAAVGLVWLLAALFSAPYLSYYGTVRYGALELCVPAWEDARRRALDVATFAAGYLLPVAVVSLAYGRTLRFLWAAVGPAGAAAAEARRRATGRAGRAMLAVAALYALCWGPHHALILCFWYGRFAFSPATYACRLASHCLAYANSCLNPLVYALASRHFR
CRFR2-BP ag = CRF-BP/CRF-R2 complex agonism; 350,000 compounds, 0.46% hits; AID 588473; activation, % at 13.2 µM; HEK293 CRF-R2/CRF-BP, calcium dye fluorescence (FLIPR); percent of saturating CRF peptide response;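 active = activation of at least 50%, plus an integration ratio under a set limit after plate pattern correction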;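 note: plate controls were neutral control wells without compound for no effect and CRF at EC100 for full effect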
An asterisk follows results filed as active; x = not tested or not shown. Some of the compounds tested; the hit share may differ from the screen's.

SMILES	CRFR2-BP antag	MEKK2wt PB1 HTS	FID counter	SUMO HTRF inh	HCV NS3 hel inh	MEKK2mut PB1 HTS	MEKK3 PB1 HTS	GalR3 antag	CRFR2-BP ag
COc1ccc(CCN2C(=O)CC(NCc3ccc4c(c3)OCO4)C2=O)cc1OC (stereo not drawn)	12	97	-15	0	-2	4	102	x	-2.2
O=C(O)Cc1csc(NC(=O)CSc2nnnn2-c2ccc(O)cc2)n1	-2	99	-3	9	8	-2	97	-3	1.1
COc1cccc(OCCOCCN(C)CCO)c1	6	96	5	4	3	5	98	-5	-0.8
CCCCOC(=O)C1CCC[C@@H](C)N1 (stereo partly drawn)	5	108	6	29	2	6	105	-1	-2.7
CCOc1ccc(NC(=O)NCCCCc2ccccc2)cc1	-2	102	-23	1	2	4	97	-1	-0.7
COc1ccc(S(=O)(=O)N(C)CC(=O)N2CCCCCC2)cc1	0	100	-10	5	-12	-1	98	-5	-2.4
Nc1c(C(=O)NCc2ccc3c(c2)OCO3)nnn1Cc1cccc(F)c1	-13	106	-8	10	-6	-1	112	1	4.2
COc1ccccc1/C=C/C=N/n1c(-c2ccco2)n[nH]c1=S	21	96	-9	9	-12	-1	100	-3	-1.8
COc1ccc(/C=N/NC(=O)Cc2n[nH]c(=O)[nH]c2=O)cc1	4	88	-4	10	4	-14	87	-7	2.8
COc1ccccc1N(C(=O)c1ccncc1)c1nc(-c2ccc([N+](=O)[O-])cc2)cs1	-1	88	-10	3	-7	-1	96	-4	-2.1
C=CCn1c(SCC(=O)Nc2nc3ccccc3s2)nc(O)c(CC)c1=O	-6	94	-23	2	-3	-23	90	1	-4.7
CCN(C(=O)CSc1nc(-c2ccccc2)c(-c2ccccc2)[nH]1)C1CCS(=O)(=O)C1 (stereo not drawn)	7	105	-23	-2	-2	5	105	-5	-2.9
CCN(Cc1ccccc1)C(=O)Cn1c(C(C)O)nc2ccccc21 (stereo not drawn)	10	104	-8	10	-2	3	105	-3	-4.2
CN(c1ccc(F)cc1)S(=O)(=O)c1ccc2[nH]cc(C(=O)O)c(=O)c2c1	-3	100	-4	25	13	-1	98	2	1.0
CCC1(C)Cc2c(c(=O)n(-c3ccccc3)c3ncnc(N)c23)CO1 (stereo not drawn)	27	97	-1	13	-1	-2	100	-2	-0.4
CCOC(=O)N1CCN(C(=O)c2ccc3c(=O)n(Cc4ccc(OC)cc4)c(=S)[nH]c3c2)CC1	-19	107	-17	-24	-2	4	102	0	-1.0
CCOC(=O)c1ccc(NCCc2ccc(OC)c(OC)c2)c(N)c1	-9	98	-28	-4	-9	4	100	-8	-0.3
Nc1nc(=S)[nH]c2c1C1(CCCCC1)Cc1ccccc1-2	-10	96	3	0	13	-2	93	2	2.0
O=C(NCc1ccco1)C1CC(c2ccccc2C(F)(F)F)=NO1 (stereo not drawn)	-16	97	x	8	x	8	110	-7	-1.2
O=c1oc2ccccc2cc1-c1ccccc1	-7	98	-1	11	4	-2	102	-5	-0.1

Next section (4 carried over from the part before).
SMILES	CRFR2-BP antag	MEKK2wt PB1 HTS	FID counter	SUMO HTRF inh	HCV NS3 hel inh	MEKK2mut PB1 HTS	MEKK3 PB1 HTS	GalR3 antag	CRFR2-BP ag
CCOC(=O)c1ccc(NCCc2ccc(OC)c(OC)c2)c(N)c1	-9	98	-28	-4	-9	4	100	-8	-0.3
Nc1nc(=S)[nH]c2c1C1(CCCCC1)Cc1ccccc1-2	-10	96	3	0	13	-2	93	2	2.0
O=C(NCc1ccco1)C1CC(c2ccccc2C(F)(F)F)=NO1 (stereo not drawn)	-16	97	x	8	x	8	110	-7	-1.2
O=c1oc2ccccc2cc1-c1ccccc1	-7	98	-1	11	4	-2	102	-5	-0.1
COc1cc(C=O)ccc1OCC(=O)Nc1ccc2c(c1)OCO2	2	108	-6	-9	0	7	102	-1	1.2
Cc1ccc(CN(C)C(=O)c2cc(COc3ccc(F)cc3Cl)on2)o1	26	94	-20	14	6	-5	96	-3	-1.9
Cc1nnc(SCC(=O)N(C)C2CCCCC2)s1	4	108	-5	3	11	-7	104	-3	0.2
O=C(Nc1cccc(NC(=O)c2cccs2)c1)c1ccc(Br)o1	-20	103	-11	7	-6	1	102	-5	-0.6
O=C(NCCN1CCOCC1)c1cc(Sc2ccc(F)cc2F)nc2ccccc12	13	107	0	3	-3	4	100	1	-1.7
Cc1ccc(CNC(=O)/C(C#N)=C\c2ccc(N(C)C)cc2)cc1	x	102	-10	54*	-13	1	106	x	x
O=C(c1ccccc1F)c1cc2c(cc1[N+](=O)[O-])OCCO2	13	78	2	6	3	-21	71	-7	-2.6
CCCCCNS(=O)(=O)c1cc(C)ccc1OC	-12	108	-28	-8	6	4	105	-1	-4.9
Cc1c(NC(=O)CSc2ncccn2)c(=O)n(-c2ccccc2)n1C	-1	99	-3	3	-1	0	104	-2	0.4
CCOC(=O)/C(=N/Nc1ccccc1)N1CCCc2ccccc21	-8	101	-6	18	-12	-1	119	1	-1.3
Cc1cc(S(=O)(=O)N(Cc2cccs2)Cc2ccccc2F)ccc1-n1cnnn1	23	92	-24	-20	-15	-5	89	-2	4.1
C=C(C)CNC(=S)N/N=C/c1ccc(N2CCOCC2)cc1	1	109	-7	2	-1	-1	108	-4	-0.9
Cn1nnnc1SCCNCc1ccccc1OCc1ccccc1	10	100	2	-12	-10	-3	95	-7	-0.5
CCCN1C(=O)/C(=C/c2nc3ccccc3c(=O)[nH]2)c2cc(C)ccc21	11	96	-2	12	3	-14	95	10	-1.8
Cc1cccc(Cc2nnc(NC(=O)c3cccc(S(=O)(=O)N4CCOCC4)c3)s2)c1	-9	103	3	16	-6	5	106	-7	1.8
O=C(/C=C/c1ccc(S(=O)(=O)NCc2ccco2)cc1)N1CCN(c2ccccc2)CC1	12	99	-29	14	-13	-3	108	-8	-0.2
CCOP(=O)(OCC)C(NC(=O)NS(=O)(=O)c1ccc(C)cc1)c1ccccc1 (stereo not drawn)	-9	96	-18	12	6	-1	96	-8	-1.7
CCOc1cccc(SCc2noc(C(=O)NC(C)C)c2C(=O)O)c1	-6	108	-26	-20	3	5	103	-7	-1.7
CCc1ccc(N2CC(C(=O)N/N=C/c3cccc([N+](=O)[O-])c3)CC2=O)cc1 (stereo not drawn)	6	100	-4	-5	1	2	99	-4	0.4
Nc1nonc1-n1nnc(C(=O)N/N=C/C2CCCCC2)c1-c1ccccc1	-11	100	-12	x	7	3	99	-4	-0.1
Cc1cccc(N2CC(C(=O)OCC(=O)c3ccc(OC(=O)c4cccs4)cc3)CC2=O)c1C (stereo not drawn)	27	92	-29	-11	1	-4	98	-5	1.3
O=C1NC(c2ccco2)Nc2ccccc21 (stereo not drawn)	17	101	-2	21	14	13	103	3	-0.1
COc1cccc(CC2(CO)CCN(Cc3cn(C)nc3C)CC2)c1	18	101	3	20	0	-1	100	-1	-0.9
COc1cc(/C=N/NC(=O)C(=O)/C=C2\NC(C)(C)Cc3ccccc32)ccc1O	-5	96	-31	35	-10	1	98	-4	0.0
COCCNC(=O)c1c(N)n(-c2cccc(C)c2)c2nc3ccccc3nc12	-6	103	-16	27	-1	3	105	-5	-1.0
CC(=O)c1cccc(NC(=O)Nc2ccccc2)c1	16	98	-6	12	4	1	98	-4	0.1
COc1ccc(S(=O)(=O)Nc2nc3ccccc3nc2Nc2cccc(C(=O)O)c2)cc1	4	88	-31	4	1	0	94	2	-0.6
COC(=O)C(C)Sc1nnc(Cc2cc(=O)[nH]c(=O)[nH]2)n1-c1ccc(OC)cc1 (stereo not drawn)	5	110	-6	24	5	5	110	0	-0.4
O=[N+]([O-])c1ccc(N=Cc2ccc(Br)c([N+](=O)[O-])c2)cc1	-14	89	5	2	-1	-5	84	-1	-2.1
COCCNC(=O)CSc1ncnc2sccc12	8	100	-4	18	17	3	105	-4	-0.3
OCC[C@@H]1C[C@@H](O)[C@H](O)[C@]2(Cc3ccccc3O2)O1	0	95	-7	13	1	-5	101	4	1.6
CC(NC(=S)NCCc1ccccc1)C(c1cccs1)N1CCN(Cc2ccccc2)CC1 (stereo not drawn)	-20	138*	9	-12	-33	14	81	x	11
CCOc1ccccc1Nc1nc(-c2sc(NC(=O)c3ccco3)nc2C)cs1	9	102	-4	-5	5	3	102	-1	-1.1
Cc1ccc2cc(C)c(N3CCC(C)CC3)nc2c1	-25	107	-7	11	18	5	98	-3	1.5
O=C(NCC(=O)N1CCCCCC1)c1ccc(OC(F)F)cc1	-1	98	-6	-6	5	-4	100	-3	-0.4
O=C(CSc1ccc(Cl)cc1)N/N=C/c1ccc([N+](=O)[O-])o1	5	105	-13	3	36	7	106	2	0.6
CCOC(=O)N1CCN(C(=O)c2cn(CC)c3ccc(S(=O)(=O)N(C)C4CCCCC4)cc3c2=O)CC1	2	98	-58	5	22	1	97	-9	-0.1
CC(C)Cn1c(N2CCN(C(=O)c3cccs3)CC2)nc2ccccc21	-3	105	-33	-5	-9	2	102	-3	-1.0
Cc1ccccc1N(C(=O)CNC(=O)c1cccs1)C(C(=O)NC1CCCC1)c1ccncc1 (stereo not drawn)	-3	98	-30	-32	3	-3	103	-9	-1.0
CCN(CC)C(=O)CSc1nnc(-c2cccnc2)n1Cc1ccccc1	-14	103	-12	11	1	0	100	4	1.2
O=C1c2ccccc2C(=O)N1CCCCN(C(=O)c1cc2ccccc2oc1=O)c1ccc(Cl)cc1	8	99	-1	10	25	-3	98	3	-0.6
CC(NC(=O)Cn1cc(C(F)(F)F)ccc1=O)c1ccc(F)cc1 (stereo not drawn)	-11	96	0	21	9	-3	100	0	-1.9
CCN1C(=O)[C@H]2[C@@H](c3ccc(C)cc3)N3C(=O)N(c4ccccc4)C(=O)[C@@]3(Cc3ccccc3)[C@H]2C1=O	1	99	-38	9	7	3	99	-10	0.2
CC(Cc1ccco1)NC(=O)c1cccc(S(=O)(=O)N(C)C)c1 (stereo not drawn)	13	101	-3	-13	6	0	101	-5	-0.6
O=C(C1CC1(c1ccccc1)c1ccccc1)N1CCOCC1 (stereo not drawn)	-36	113	-7	-8	-3	3	106	-3	1.2
COCCCNC(=S)NNC(=O)c1ccccc1Br	16	105	-2	10	8	2	101	-7	-0.4
CC1CCCC(NC2CCCCNC2=O)C1 (stereo not drawn)	3	107	3	3	-7	4	106	-6	0.3
Cc1cccc(CN2CCN(CC(=O)NCCCN3CCN(c4ccc(F)cc4)CC3)C2=O)c1	-8	180*	11	21	-5	34	111	-9	0.2
COc1ccc(C(=O)NCCSCc2ccco2)cc1OC	-7	96	-6	3	-3	-3	98	-4	1.6
COc1cc(OC)cc(C(=O)Nc2ccccc2N2CCOCC2)c1	19	87	-5	24	-2	-10	87	-5	-3.3
CCC(=O)N1CCc2cc(Br)cc(S(=O)(=O)NCCCN(C)Cc3ccccc3)c21	-4	110	2	30	-5	2	100	-10	-0.1
CSc1ccc(/C=C(/NC(=O)c2ccccc2)C(=O)NCCCn2ccnc2)cc1	8	103	-1	-6	0	-1	103	-9	-1.6

Screens (PubChem BioAssay)
